Screening results as filed in PubChem.
STAT1 activator – increases IFN-gamma driven STAT1 reporter signal; NIH 3T3 STAT1-luciferase reporter, luminescence; 100% = IFN-gamma alone, no compound; activation (% of control), % at 5.5 µM; 200,000 tested, 2.6% active; AID 932;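 active = activation above the screen-wide mean activation plus 3 SD, cut at about 130% in these data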;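 also: raw ratio to IFN-gamma control signal so 100% means no change and 0% no light; values of inactives mirror those of a sister screen read the other way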
STAT1 blocker – inhibitors of IFN-gamma induced STAT1 signaling. 200,000 tested, 0.35% active. inhibition, % at 5.5 µM. AID 920. NIH 3T3 STAT1-luciferase reporter, luminescence;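 active = inhibition above a set limit, the mean inhibition across all tested compounds plus 3 SD, cut at about 34% in these data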;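 also: 0% = IFN-gamma with DMSO and 100% = IFN-gamma with 300 µM nifuroxazide; values of inactives mirror those of a sister screen read the other way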
APP transl inh – APP translation inhibition | 190,000 tested, 0.82% active | SH-SY5Y APP 5'UTR-luciferase reporter, luminescence | inhibition, % at 2 µM;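 active = inhibition above a set limit, derived from the sample mean plus 3 SD, cut at about 45% in these data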; also: values of inactives mirror those of a sister screen read the other way
G6PDH CS – inhibits Leuconostoc G6PDH, flagging false hits in G6PDH-based assays; Purified L. mesenteroides G6PDH, diaphorase/resazurin coupled fluorescence, 45 min; inhibition, % at 5 µM; 200,000 tested, 0.12% active; AID 1020; in the data active = inhibition above about 50%
STAT3 activator – STAT3 signaling activation; U3A cells, IL-6 STAT3-luciferase reporter, luminescence; 100% = signal with IL-6 EC80 alone; activation (% of control), % at 5.6 µM; 190,000 tested, 0.91% active;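 active = activation above the screen-wide mean of compound activation plus 3 SD, cut at about 130% in these data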;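 also: 0% = background luminescence of wells with medium and substrate only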
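Test system: human U3A cells carrying STAT3-luciferase construct; control set: IL-6-only wells as 100% reference; timing: compound pre-incubation 1 h before IL-6, then 6 h stimulation at 37 °C; also added: IL-6 stimulus at 33 ng/mL final; evaluation: % activation versus median of IL-6-stimulated wells; detection: reporter luminescence signal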
STAT3 inh – inhibitors of IL-6 induced STAT3 signaling. U3A cells, IL-6 STAT3-luciferase reporter, luminescence; host cell line lacks STAT1. inhibition, % at 5.5 µM. 190,000 tested, 0.89% active. AID 862;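 active = inhibition above the mean inhibition across all screened compounds plus 3 SD, cut at about 44% in these data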;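 also: 0% = DMSO only wells and 100% = 100 µM nifuroxazide control wells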
Diaph act CS – counter-screen for diaphorase-based assays: diaphorase activators and chemical reducers | activation factor at 20 µM | Diaphorase/resazurin coupled assay, resorufin fluorescence, 16 min; hits give high values; 1 = vehicle wells, 0 = NADH-free wells | 190,000 tested, 0.005% active;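 active = diaphorase activity raised at least twofold by the compound at 20 µM; inactive = activation factor below 2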
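Material: purified diaphorase enzyme from Clostridium kluyveri / Medium: HEPES pH 7.4 buffer with MgCl2 and Tween 20 / Schedule: enzyme reaction of 16 min at room temperature / Measured by: resorufin fluorescence, excitation 544 nm, emission 590 nm / Evaluation: rise in resorufin formation, marking diaphorase activation or chemical reduction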
Hsp70 act – switches on Hsp70 transcription. AID 1203. 200,000 tested, 0.04% active. activation, % at 10 µM. HeLa Hsp70 promoter luciferase reporter, luminescence; scaled: vehicle 0, proteasome-inhibitor control 100%;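 active = activation above the mean across all tested compounds plus 3 SD, cutoff set per campaign, cut at about 5.5% in these data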;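 also: 100% = MG132 at 30 µM as the positive control and 0% = DMSO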
TLR4-MyD88 BLA – inhibitors of human TLR4-MyD88 binding; HeLa CL3-4 TLR4/MyD88 BLA complementation, FRET ratio; inhibition, % at 8.4 µM; 200,000 tested, 0.18% active; O00206+Q99836; in the data active = inhibition above about 25%;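 also: 0% = vehicle and 100% = reference inhibitor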
Target sequence (O00206 whole entry, looked up): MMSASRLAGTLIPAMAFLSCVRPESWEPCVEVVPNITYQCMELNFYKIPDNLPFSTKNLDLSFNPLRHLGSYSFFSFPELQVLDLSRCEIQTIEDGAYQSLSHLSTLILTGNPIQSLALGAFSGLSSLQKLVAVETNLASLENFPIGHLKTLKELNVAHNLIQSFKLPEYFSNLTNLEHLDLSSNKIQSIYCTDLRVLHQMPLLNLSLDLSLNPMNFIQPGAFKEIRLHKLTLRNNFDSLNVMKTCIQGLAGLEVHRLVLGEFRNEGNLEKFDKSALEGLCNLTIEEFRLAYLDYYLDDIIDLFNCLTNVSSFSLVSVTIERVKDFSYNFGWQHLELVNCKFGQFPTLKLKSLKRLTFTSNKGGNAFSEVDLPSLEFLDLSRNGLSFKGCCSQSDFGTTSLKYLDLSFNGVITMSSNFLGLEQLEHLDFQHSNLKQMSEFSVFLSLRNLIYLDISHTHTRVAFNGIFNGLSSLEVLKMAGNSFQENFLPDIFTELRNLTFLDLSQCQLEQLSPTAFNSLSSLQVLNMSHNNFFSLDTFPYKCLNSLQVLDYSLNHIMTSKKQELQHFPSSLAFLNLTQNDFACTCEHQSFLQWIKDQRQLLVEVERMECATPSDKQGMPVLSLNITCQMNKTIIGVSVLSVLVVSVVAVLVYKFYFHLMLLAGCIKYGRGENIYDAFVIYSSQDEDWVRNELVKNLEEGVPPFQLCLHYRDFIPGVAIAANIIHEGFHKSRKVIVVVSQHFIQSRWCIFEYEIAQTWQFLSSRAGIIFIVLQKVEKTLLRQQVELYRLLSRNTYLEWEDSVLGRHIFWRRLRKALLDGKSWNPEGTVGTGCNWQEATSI
Target sequence (Q99836 whole entry, looked up): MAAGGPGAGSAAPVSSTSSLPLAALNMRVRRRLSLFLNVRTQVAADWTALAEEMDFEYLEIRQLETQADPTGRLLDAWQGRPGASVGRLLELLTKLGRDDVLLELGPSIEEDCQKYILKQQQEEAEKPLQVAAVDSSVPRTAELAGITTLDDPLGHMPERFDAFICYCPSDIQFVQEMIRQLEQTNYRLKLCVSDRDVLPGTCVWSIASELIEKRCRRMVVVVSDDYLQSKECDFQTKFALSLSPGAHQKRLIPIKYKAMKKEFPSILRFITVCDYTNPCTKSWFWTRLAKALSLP
Diaphorase inh – inhibits diaphorase or chemically oxidizes, flagging diaphorase assay artifacts; diaphorase resazurin-to-resorufin fluorescence, NADH, 16 min; bacterial (C. kluyveri) enzyme, not human; AID 1217; inhibition, % at 20 µM; 190,000 tested, 0.69% active;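 active = primary screen inhibition at 20 µM above a set limit, cut at about 50% in these data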;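 also: plate controls were DMSO with full reaction for no effect and wells lacking NADH for full effect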
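Test system: diaphorase enzyme from Clostridium kluyveri; amount: diaphorase at 0.14 U/mL in enzyme working solution; detection: fluorescence of resorufin formed from resazurin, Ex 544/Em 590 nm; times: reaction incubation of 16 min at room temperature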
Active calls of the source: *; / = not tested or not shown.

Compound	STAT1 activator	STAT1 blocker	APP transl inh	G6PDH CS	STAT3 activator	STAT3 inh	Diaph act CS	Hsp70 act	TLR4-MyD88 BLA	Diaphorase inh
Cc1ccc(S(=O)(=O)N[C@@H](Cc2ccccc2)C(=O)CCl)cc1	93.3	7.4	10.4	13.0	87.7	16.3	0.8	-0.1	4.4	15.4
Cc1cccc(C(C)C)c1NC(=O)CN(C)Cc1cccc(F)c1	98.3	1.9	-12.6	6.3	99.7	-2.3	0.9	-0.1	11.6	9.8
S=C(NCc1ccc(Cl)cc1)N1CCN(c2ccccn2)CC1	92.9	5.8	-8.0	-1.7	90.5	16.9	0.9	-0.4	5.7	5.8
O=C(N/N=C/c1c(O)ccc2ccccc12)c1ccc[n+](CCO)c1	93.6	5.3	-0.4	-18.0	106.8	-5.5	0.5	-0.1	-0.3	54.0*
Cc1ccc([N+](=O)[O-])c(OCCN2C(=O)NC(C)(C)C2=O)c1	102.7	-6.0	-14.8	-1.0	98.4	6.7	1	-0.5	-0.6	-2.0
CC(C)CC(NC(=O)c1ccccc1NC(=O)c1ccccc1)C(=O)O (centres undefined)	103.2	-4.5	-8.6	4.3	87.8	20.0	1.1	-0.1	7.4	-7.6
COc1ccc(OC)c(NC(=O)CSc2nnc(Cn3c(=O)sc4ccccc43)n2C)c1	101.4	-0.6	4.6	5.7	101.6	-1.8	0.8	-0.2	-1.7	19.6
Cc1cccc(N2CCN(C(=O)N3CCCCC3)CC2)c1C	96.8	3.6	-3.1	2.1	94.1	14.8	1	0.0	-0.3	-3.2
COc1ccc2c(c1)nc(SCC(O)c1ccccc1)n2C (centres undefined)	111.4	-14.4	1.9	13.6	83.9	21.1	0.9	0.1	-12.6	13.1
CCCOc1ccc(C2C(C(=O)c3ccc(C)o3)=C(O)C(=O)N2CCN2CCOCC2)cc1OC (centres undefined)	116.4	-18.1	-8.7	5.9	91.7	13.1	0.9	0.5	-8.0	9.5
CCn1c(Cc2ccccc2)nnc1SCC(=O)Nc1ccc(N2CCOCC2)c(Cl)c1	102.2	-3.0	-9.2	-15.9	95.1	8.9	0.9	-0.3	3.6	14.0
Cc1cccn2c(=O)c(C=NCc3ccco3)c(Nc3ccc(SC(F)F)cc3)nc12	93.0	7.7	-9.2	4.0	83.9	20.6	0.9	-0.3	10.6	5.3
O=C1NN(c2ccc(F)cc2)C(=O)/C1=C\C=C\c1ccco1	102.1	-2.3	4.7	-1.4	97.9	1.6	0.9	-0.3	5.3	7.7
Cc1ccn2cc(CNC(=O)c3ccc(Br)o3)nc2c1	98.8	1.4	26.4	-1.2	100.1	8.8	0.9	-0.3	10.6	12.9
CCOc1ccc(C(=O)CN2CCN(S(=O)(=O)c3ccc(Br)cc3)CC2)cc1	90.7	10.0	-5.2	3.4	97.1	7.4	0.8	-0.1	7.5	20.6
CNCCCOc1ccc(Cl)cc1C(C)(C)C	92.0	6.7	-8.2	0.3	96.4	12.3	1	-0.2	-3.2	4.9
CCNC(=O)c1ccc(CSc2ccc(Cl)cc2)cc1	109.7	-11.0	-5.9	4.7	89.9	15.8	0.9	-0.2	-2.5	7.6
CCN(c1cccc(C)c1)S(=O)(=O)c1c(C)[nH]c(=O)[nH]c1=O	94.5	6.0	3.6	8.1	98.0	2.5	0.8	-0.3	1.7	19.0
COc1ccc2cc(C(=O)C3CCCN(Cc4cnc(C)s4)C3)ccc2c1 (centres undefined)	89.2	10.3	-16.0	20.3	92.2	13.8	0.9	-0.2	-13.2	11.1
CCNC(=O)c1c(C)nc2ccccn12	99.4	1.2	-9.4	6.2	104.7	1.0	1	-0.3	-1.4	-4.5
O=C1CCC([N+](=O)[O-])C(c2ccc(Cl)cc2)N1 (centres undefined)	101.0	-1.1	-6.4	14.0	102.1	0.9	0.8	0.0	-2.6	15.0
CSc1nc2nc(C)cc(-c3ccccc3)n2n1	97.5	-3.5	0.5	5.3	96.4	7.4	0.9	0.6	0.3	8.0
CC(C)CCNC(=O)CN(CCCN1CCOCC1)C(=O)Cn1nnc(-c2ccc(F)cc2)n1	95.4	5.1	8.3	2.7	99.0	4.0	0.8	0.0	-18.7	15.6
COc1ccc(OCc2nnc(SCC(=O)NCc3ccco3)o2)cc1	101.7	-1.9	5.4	-1.4	110.3	-8.7	0.8	0.0	-10.6	18.7
COc1ccc(Nc2cc(C)c3ccccc3n2)cc1	132.0*	-37.4	-85.1	15.5	95.5	13.3	0.9	0.2	1.9	14.1

(list continues)
Compound	STAT1 activator	STAT1 blocker	APP transl inh	G6PDH CS	STAT3 activator	STAT3 inh	Diaph act CS	Hsp70 act	TLR4-MyD88 BLA	Diaphorase inh
O=C1C2C3C=CC(CO)(O3)C2C(=O)N1c1ccc(-c2ccccc2)cc1 (centres undefined)	104.3	-4.7	-10.3	-1.0	95.6	12.5	0.9	-0.1	14.6	14.9
COCCn1c(SCC(=O)Nc2ccc3c(c2)CCC3)nc2ccccc2c1=O	104.4	-5.0	1.5	-1.6	99.0	1.1	0.8	-0.3	-3.4	16.9
Cn1c(CSc2nc3ccccc3s2)nc2ccccc21	141.5*	-45.3	-61.3	-3.7	101.1	1.3	0.9	0.5	-1.1	7.1
Cc1ccc(C)c(N2CCN(CCCNC(=O)Cn3cccc3C(=O)c3ccccc3C)CC2)c1	101.3	-2.5	-1.8	8.7	110.1	-10.6	0.9	-0.5	14.4	5.7
Cc1ncoc1C(=O)N1CCc2c([nH]c3ccccc23)C1C(C)(C)C (centres undefined)	99.9	-1.5	12.7	6.4	132.8	-32.7	0.9	0.0	-4.9	9.8
Cn1ncc(Cl)c1C(=O)NCc1ccc(Cl)cc1	89.4	11.6	-3.2	7.5	90.2	10.2	1	-0.2	-7.2	2.9
O=C(/C=C/c1ccccc1)NNC(=O)c1cccc(Cl)c1	100.8	-0.9	5.3	1.8	101.1	-1.0	0.9	-0.2	1.6	11.3
COc1cc(S(=O)(=O)N2CCCCC2)ccc1NC(=O)/C=C/c1ccccc1	90.0	10.8	2.1	1.4	103.1	-2.2	0.8	-0.1	-6.8	20.8
Cc1cnc(C(=O)Nc2ccc(F)c(F)c2)cn1	117.5	-19.2	-5.7	4.2	92.0	15.2	0.8	0.3	0.2	17.4
CC(C)(C)c1ccc(C(=O)N/N=C/c2cccc(Cl)c2)cc1	121.2	-23.1	/	-3.0	92.9	7.1	1.1	-0.3	-6.7	-11.0
CC(=O)Nc1sc2c(c1C(c1cccc(Cl)c1)N1CCN(CCO)CC1)CCCC2 (centres undefined)	104.9	-6.0	8.3	3.7	102.0	0.0	0.9	-0.2	-7.2	7.1
Cc1sc2nc(CN(Cc3cccs3)C(=O)C3CC3)[nH]c(=O)c2c1C	99.4	0.7	11.4	4.3	98.8	3.4	0.8	-0.2	2.8	22.5
CCCNC(=O)C1CC(=O)N(c2ccc(OCC(=O)Nc3cccc(C)c3C)cc2)C1 (centres undefined)	106.0	-6.7	-7.8	-16.1	99.1	6.3	1	-0.2	-8.7	2.8
CC(C)c1ccc(/C=N/NC(=O)c2cccc(S(=O)(=O)N3CCOCC3)c2)cc1	89.7	10.7	-18.0	8.0	103.3	0.0	0.9	0.5	6.7	5.9
COc1ccc(NC(=O)c2ccc(N(C)S(C)(=O)=O)cc2)cc1OC	106.7	-5.4	-5.4	17.5	96.6	5.4	0.9	-0.4	-13.6	10.0
Clc1ccc(Cn2cccn2)cn1	103.2	-5.1	-17.1	9.4	102.9	1.1	0.7	0.4	-2.5	28.6
N/C(=N\OS(=O)(=O)c1ccc2ccccc2c1)c1ccccn1	93.0	7.1	14.6	6.1	94.2	14.0	1	-0.2	1.1	3.2
COc1ccc(-n2ccnc2SCC(=O)NCc2ccccc2)c(OC)c1	96.0	2.4	-3.9	5.3	92.0	11.6	0.9	-0.3	-18.1	7.7
Cc1ccc(NC(=O)C2OCCc3ccccc32)cc1Cl (centres undefined)	108.2	-8.4	-20.1	14.9	88.3	19.0	0.9	-0.2	-8.9	8.5
Cc1cc2c(c(=O)n1CCc1ccccc1)C(C(C)C)C(C#N)=C(N)O2 (centres undefined)	96.4	2.7	5.0	-19.8	84.0	24.7	0.9	-0.2	-3.0	6.6
N#C/C(=C\c1ccncc1)c1nc2c(s1)CCCC2	105.2	-9.1	-41.8	-2.1	88.0	18.9	1	0.1	4.8	0.0
Cc1nnsc1C(=O)NC(C)C12CC3CC(CC(C3)C1)C2 (centres undefined)	106.9	-7.7	-7.8	4.2	108.3	-1.9	0.9	0.2	0.4	6.4
COc1cccc(Nc2nc3ccccc3n3nnnc23)c1	109.2	-10.1	-13.7	4.7	99.2	6.6	0.8	-0.4	-2.4	20.3
CC1=CC2(O)OCCN(CCO)C2=CC1=O (centres undefined)	95.4	5.0	-5.2	36.7	110.5	-12.4	0.9	0.5	-1.7	11.6
CSc1nccc(Oc2cncc(Cl)c2)n1	97.2	3.1	-8.7	8.0	96.6	4.3	0.8	-0.2	-5.5	15.0

4 entries from above in a different format.
Value order – STAT1 activator, STAT1 blocker, APP transl inh, G6PDH CS, STAT3 activator, STAT3 inh, Diaph act CS, Hsp70 act, TLR4-MyD88 BLA, Diaphorase inh
CC(C)c1ccc(/C=N/NC(=O)c2cccc(S(=O)(=O)N3CCOCC3)c2)cc1
 : 89.7, 10.7, -18.0, 8.0, 103.3, 0.0, 0.9, 0.5, 6.7, 5.9
COc1ccc(NC(=O)c2ccc(N(C)S(C)(=O)=O)cc2)cc1OC
 : 106.7, -5.4, -5.4, 17.5, 96.6, 5.4, 0.9, -0.4, -13.6, 10.0
Clc1ccc(Cn2cccn2)cn1
 : 103.2, -5.1, -17.1, 9.4, 102.9, 1.1, 0.7, 0.4, -2.5, 28.6
N/C(=N\OS(=O)(=O)c1ccc2ccccc2c1)c1ccccn1
 : 93.0, 7.1, 14.6, 6.1, 94.2, 14.0, 1, -0.2, 1.1, 3.2

(continued)
Compound	STAT1 activator	STAT1 blocker	APP transl inh	G6PDH CS	STAT3 activator	STAT3 inh	Diaph act CS	Hsp70 act	TLR4-MyD88 BLA	Diaphorase inh
Cn1nnc2cc(C(=O)Nc3ccc4ccccc4c3)ccc21	154.0*	-60.6	-130.5	10.8	76.4	31.3	1	0.1	1.9	1.7
O=C1CC(c2ccc(F)cc2)SC(N(c2ccccc2)c2ccccc2)=N1 (centres undefined)	91.0	10.1	8.8	14.0	96.0	2.4	0.9	-0.3	-19.1	7.8
Cc1n[nH]c(=S)n1/N=C/c1ccccc1	103.0	-3.7	-14.1	-2.2	100.9	0.2	0.8	-0.4	-3.6	18.6
O=C(C1CCCCC1)N1CCN(c2nc(-c3ccc(F)cc3)cs2)CC1	99.7	0.0	-0.5	1.7	97.0	11.0	0.9	0.1	0.7	8.9
N#Cc1c(NC(=O)Cn2c(=O)oc3ccccc32)oc(-c2ccccc2)c1-c1ccccc1	100.2	-0.2	5.0	3.2	101.3	-1.8	0.8	-0.1	-3.6	20.1
